# tim23-1 inh – growth inhibitors of tim23-1 mutant yeast. S. cerevisiae tim23-1 growth, BacTiter-Glo luminescence, 24 h. AID 463212. inhibition, % at 20 µM. hit rate 1.3% among 330,000;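 active = growth inhibition of the mutant yeast at or above 50%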;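 also: temperature-sensitive mutant grown at 25 °C; plate controls were DMSO-treated mutant yeast for no effect and medium wells lacking yeast for full effect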
# NALP3 yeast inh – NALP3 inhibition in yeast | hit rate 0.39% among 330,000 | inhibition, % at 10 µM | Yeast reconstituted NLRP3/ASC/caspase-1, beta-gal luminescence, 24 h;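 active = inhibition of 50% or more; inactive = inhibition below 50%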;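 also: plate controls were induced DMSO wells for no effect and uninduced yeast grown without galactose for full effect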
# MPTP inh – inhibitors of mitochondrial permeability transition pore | isolated mouse mitochondria, Ca2+ swelling absorbance, 30 min | hit rate 1.4% among 360,000 | inhibition, % at 10 µM;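 active = inhibition of 50% or more, scaled per plate between neutral and stimulator controls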;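 also: 0% = DMSO wells given calcium and 100% = 1 mM EGTA wells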
# TIM10 inh – growth inhibitors of TIM10 yeast strain. S. cerevisiae TIM10 strain growth, BacTiter-Glo luminescence, 24 h. inhibition, % at 10 µM. hit rate 1.4% among 330,000;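 active = inhibition of 40% or more at the single tested concentration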;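 also: wild-type TIM10 isogenic control strain grown at permissive 25 °C; 0% = DMSO yeast wells and 100% = minimal medium wells without yeast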
# APJ antag – APJ receptor antagonism; P35414; CHO-K1 APJ beta-arrestin complementation, luminescence; inhibition, % at 20 µM; hit rate 0.32% among 330,000; AID 2521;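 active = inhibition above about 40% at 20 µM, limit read from the data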;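 also: cells challenged with 10 nM apelin-13 agonist together with compound; plate controls were apelin-13 plus DMSO wells for no effect and DMSO wells lacking apelin-13 for full effect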
# Target sequence (P35414 whole entry, looked up): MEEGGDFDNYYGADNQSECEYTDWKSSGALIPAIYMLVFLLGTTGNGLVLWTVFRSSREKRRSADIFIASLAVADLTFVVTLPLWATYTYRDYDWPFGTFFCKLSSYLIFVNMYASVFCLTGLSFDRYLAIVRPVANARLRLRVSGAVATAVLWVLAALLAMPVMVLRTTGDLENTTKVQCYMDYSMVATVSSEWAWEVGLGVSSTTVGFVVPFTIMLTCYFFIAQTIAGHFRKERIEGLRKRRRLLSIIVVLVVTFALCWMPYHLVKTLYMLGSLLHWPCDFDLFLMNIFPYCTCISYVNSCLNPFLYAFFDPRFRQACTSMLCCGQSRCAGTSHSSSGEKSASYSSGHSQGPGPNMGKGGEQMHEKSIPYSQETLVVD
# MIN6 prolif – MIN6 beta-cell proliferation induction | MIN6 cells proliferation, ATPlite luminescence, 48 h; cells starved in 0.2% serum; 100% = growth in 10% serum | proliferation, % at 10 µM | hit rate 0.29% among 330,000 | AID 2380;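 active = compounds whose signal lies at least 3.5 SD above the mean of all wells on their plate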;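 also: 0% = DMSO-treated cells in low-serum medium and 100% = 10% serum control; some compounds called inactive have numbers as strong as hits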
# APJ agonist – agonists of human APJ apelin receptor; CHO-K1 APJ PathHunter beta-arrestin, luminescence; 0% DMSO wells, 100% apelin; P35414; activation, % at 20 µM; hit rate 0.11% among 330,000;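 active = activation more than six SD over the plate average, tested at 20 µM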;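 also: 0% = DMSO alone and 100% = apelin-13 at 10 nM; some results filed as inactive read as strong as hits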
#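 Incubation: overnight seeding, 90 min compound at 25 °C, 1 h detection; test system: PathHunter CHO-K1 APJ (AGTRL-1) beta-arrestin reporter cells; amount: 1000 cells/well; doses: one dose, 20 µM compound, 1% DMSO; measured by: beta-gal luminescence; measure: agonist-driven arrestin binding to APJ; benchmarks: negative DMSO alone, positive Apelin-13 at 10 nM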
# GRIN3A LBD mod – modulates the human NR3A ligand-binding domain. NR3A LBD differential scanning fluorimetry, Tm shift; 0% = protein alone, 100% = glycine-bound protein. hit rate 2.5% among 340,000. Tm shift relative to glycine control, % at 25 µM;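 active = melting temperature shift of at least 10% of the positive control shift, at one fixed dose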
# tim10-1 inh – growth inhibitors of tim10-1 mutant yeast; S. cerevisiae tim10-1 ts strain growth, BacTiter-Glo, 24 h; inhibition, % at 20 µM; hit rate 2.2% among 330,000; AID 463190;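 active = inhibition of at least 40%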;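 also: mutant grown at 25 °C; 0% = DMSO wells with yeast and 100% = wells holding no yeast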
# * = called active by the depositor; . = no result given.
SMILES,tim23-1 inh,NALP3 yeast inh,MPTP inh,TIM10 inh,APJ antag,MIN6 prolif,APJ agonist,GRIN3A LBD mod,tim10-1 inh
O=C(Nc1ccnn1C1CCN(C2CCC2)CC1)c1ccccc1Cl,3,16,-1.1,-2,3,2,-1,0,2
O=C(OCc1c(-c2ccccc2)ncc2ccccc12)c1ccc(F)cc1,-5,29,0.0,-16,11,-6,-3,14*,-16
S=c1[nH]nc(-c2ccncc2)n1Cc1ccco1,-2,18,2.6,-13,15,-2,0,1,13
CCn1ncc(CN2CCC(C(=O)Nc3cccc(-c4cccc(F)c4)c3)CC2)c1C,-5,12,-0.2,3,-5,-7,-2,-1,8
O=C(NCCN1CCOCC1)c1cc(-c2ccc(Cl)c(Cl)c2)on1,-2,9,0.2,-39,-18,0,-1,2,-14
CC(NC(=O)c1ccc([N+](=O)[O-])cc1[N+](=O)[O-])c1ccc(-c2ccccc2)cc1 (stereo not given),8,24,8.2,7,-50,0,7,-6,1
O=C(NCCc1ccc(Cl)cc1)c1n[nH]c2ccccc12,15,4,0.0,-13,-13,-3,-2,4,-6
CC1=CC(C)(C)Nc2ccc(OS(=O)(=O)c3ccc(C)cc3)cc21,38,7,3.3,19,-3,-6,7,-6,22
COc1ccc(CCNS(=O)(=O)c2ccc(S(=O)(=O)N3CCCC3)cc2)cc1OC,-3,3,0.5,-10,20,-4,-1,1,-11
CCC(c1nnnn1CS(=O)(=O)c1ccc(C)cc1)N1CCC(C(N)=O)CC1 (stereo not given),12,17,-0.2,-11,5,-1,1,-2,-10
COc1ccc(CNCc2cccc(C)c2)cc1,-1,26,4.5,-17,-8,3,-7,-2,4
Nc1cc(=O)[nH]c(SCCSc2ccccc2)n1,11,5,7.2,-8,-4,-1,-3,1,0
CSc1nnc(SCC(=O)NC(=O)c2ccccc2)s1,17,-4,-1.5,8,-1,2,-6,1,14
CCn1c(SCC(=O)OC2CCCCC2)nnc1-c1ccncc1,12,-5,-0.4,5,5,0,-1,3,14
Cc1c(C#N)c(NC(=O)CCl)n(Cc2ccccc2)c1C,13,3,0.1,13,7,-5,-4,-1,15
O=S(=O)(c1ccccc1)c1cnc(-c2ccccc2)nc1N1CCCC1,19,29,-1.2,-23,-4,1,-2,-1,-5
COc1cc(O)c(C(CC(=O)N2CCCC(C)C2)c2ccc(N(C)C)cc2)c(OC)c1 (stereo not given),-20,9,0.3,-3,2,-1,7,-3,20
Cc1ccc(C(=O)CCC(=O)Nc2ccc(C)cn2)cc1,13,13,0.4,0,1,1,-1,0,12
CCc1c(C)sc(NC(=S)N2CCN(C(=O)C3CCCO3)CC2)c1C(=O)OC (stereo not given),28,11,0.1,13,11,-4,-2,0,29
Cc1cc(C(=O)NC(C)CCC(C)C)c2ccccc2n1 (stereo not given),5,9,0.5,16,-14,2,-2,1,9
CCCCCC(=O)Nc1ccc(C2C(=O)c3ccccc3C2=O)cc1,7,18,2.5,9,14,-6,-2,-3,20
Cc1nccn1C(c1ccccc1)c1ccccc1,-4,21,2.2,-8,-17,-3,3,1,6
COCCN(CC(=O)NCc1ccc(F)cc1)C(=O)CCC(=O)Nc1ccccn1,-13,19,-1.5,-4,6,-1,-2,-3,-8
O=C(c1ccc(CN2CCc3ccccc3C2)cc1)N1CCN(c2ccc(F)cc2)CC1,15,35,0.0,14,4,-2,-5,0,26
Nc1nc2ccc(Cl)cc2c2nc(-c3ccco3)nn12,30,42,.,37,21,2,3,.,30
Cc1ccc(C)c(NC(=O)c2cccc(Oc3ccc([N+](=O)[O-])cc3Cl)c2)c1,22,9,35,7,-14,-6,-1,-2,26
O=C(NC1CC2CCCC(C1)N2Cc1cccs1)c1ccc([N+](=O)[O-])cc1 (stereo not given),0,16,.,-23,-17,-1,-1,.,-19
CCCN(CCC)C(=O)C[n+]1cccc(/C=N/O)c1,-2,6,1.6,2,5,0,0,2,10
COc1cccc2sc(N(CCN(C)C)C(=O)c3ccc4c(c3)CCCC4)nc12,32,19,0.8,29,-19,-4,0,8,34
O=C1NC(c2ccncc2)Nc2ccccc21 (stereo not given),8,14,.,11,28,-2,-6,1,1
COc1ccc(-c2cc(=O)oc3c(O)c(O)ccc23)cc1,27,13,3.6,9,-1,-5,-1,29*,-16
C=CCOC(=O)C1=C(C)NC(SCC)=C(C#N)C1c1ccc(Cl)cc1 (stereo not given),8,15,3.7,17,-2,-4,4,2,38
COc1ccc(/C(C)=N/NC(=S)Nc2cc(C)ccc2C)cc1,39,34,-1.2,35,1,-5,-3,-4,32
CC(Cc1cccs1)NC(=S)Nc1ccccc1 (stereo not given),-13,25,4.0,24,1,-3,-2,2,30
O=C(O)c1ccc2c(c1)C(=O)N(c1nccs1)C2=O,1,1,0.1,1,-1,-3,-6,0,5
CCOC(=O)c1cn(Cc2ccccc2)c(C(=O)OC(C)(C)C)c1O,10,8,30,6,1,-7,-3,0,0
CCN1CCSc2ccc(C(=O)Nc3ccc(NC(C)=O)cc3)cc21,16,13,1.0,26,-3,2,-2,1,11
COc1cccc(C(=O)COC(=O)C(C)N2C(=O)C3C4C=CC(C4)C3C2=O)c1 (stereo not given),32,19,-1.7,6,9,-2,0,1,18
COc1cccc(C(=O)NN2C(=O)C3C4C=CC(O4)C3C2=O)c1 (stereo not given),12,4,1.5,-10,-27,0,-1,-1,22
CC(C)n1cc(CN2CCC(n3nccc3NC(=O)Cc3ccccc3)CC2)cn1,-6,2,1.1,3,1,0,3,2,-12

# The last 5 entries of the section before open the next one:
SMILES,tim23-1 inh,NALP3 yeast inh,MPTP inh,TIM10 inh,APJ antag,MIN6 prolif,APJ agonist,GRIN3A LBD mod,tim10-1 inh
CCOC(=O)c1cn(Cc2ccccc2)c(C(=O)OC(C)(C)C)c1O,10,8,30,6,1,-7,-3,0,0
CCN1CCSc2ccc(C(=O)Nc3ccc(NC(C)=O)cc3)cc21,16,13,1.0,26,-3,2,-2,1,11
COc1cccc(C(=O)COC(=O)C(C)N2C(=O)C3C4C=CC(C4)C3C2=O)c1 (stereo not given),32,19,-1.7,6,9,-2,0,1,18
COc1cccc(C(=O)NN2C(=O)C3C4C=CC(O4)C3C2=O)c1 (stereo not given),12,4,1.5,-10,-27,0,-1,-1,22
CC(C)n1cc(CN2CCC(n3nccc3NC(=O)Cc3ccccc3)CC2)cn1,-6,2,1.1,3,1,0,3,2,-12
COc1cccc(N2CN(C3CCCCC3)CNC2=S)c1,10,0,1.3,-3,-7,0,-6,0,8
O=C(NCc1ccc2[nH]c3c(c2c1)CCCC3)c1ccc(S(=O)(=O)N2CCCCC2)cc1,6,12,-0.5,1,-7,-2,0,4,7
COCCNC(=O)CN1C(=O)CC(C)(C)S(=O)(=O)c2ccccc21,-5,10,-3.5,-9,-47,-2,-3,-1,-20
CSc1ccccc1OCc1cc(C(=O)N(C)C2CCCc3ccccc32)no1 (stereo not given),22,4,-0.5,-2,1,-4,-2,0,30
COc1ccc(CCNC(=O)C(C)SCC(=O)Nc2ccc(F)cc2)cc1 (stereo not given),14,3,-1.0,-2,6,-4,-2,-1,7
CCCCC(=O)NCCc1cc2c(C)ccc(C)c2[nH]c1=O,13,5,-1.3,9,-70,1,-2,2,-5
Cn1c(Cn2c(=O)sc3ccccc32)nnc1SCC(=O)N1CCCc2ccccc21,26,5,2.0,16,21,-3,-5,-1,14
COc1ccc(-c2cn3c(C)c(C(=O)Nc4cc(NC(C)=O)ccc4OC)sc3n2)cc1,-4,36,0.4,-13,3,-1,-1,0,-5
CCCCC(=O)OCC(=O)Nc1ccc(OC(F)F)cc1,13,5,-2.1,3,-3,2,0,13*,8
COc1nc(-c2cnccn2)sc1C,5,21,-2.1,6,-4,-4,4,0,-1
CCC1CCCCN1C(=O)COc1ccc(S(=O)(=O)N2CCOCC2)cc1Cl (stereo not given),4,6,-2.7,9,-4,2,-5,2,7
Cc1sc2nc(SCC(=O)c3cccs3)n(Cc3ccco3)c(=O)c2c1C,4,18,-0.4,15,11,-2,0,11*,5
CCn1cc(C(=O)N2CCN(c3ccc(C(C)=O)cc3)CC2)c2cc(OC)c(OC)cc2c1=O,15,-4,-1.8,-10,16,-2,-1,0,6
CC(O)Cn1cnc2c1c(=O)n(C)c(=O)n2C (stereo not given),-3,20,0.5,7,-1,-3,3,5,0
COc1ccc(C(C)(C)C)cc1S(=O)(=O)N1CCN(C)CC1,5,19,-2.0,-3,7,-2,1,-1,-2
CCCCCc1ccc(CC(=O)Nn2c(C)nc3ccccc3c2=O)cc1,52*,33,72*,7,14,-4,0,-8,60*
Cc1c(C(=O)OC(C)C(=O)N(C)Cc2ccccc2)oc2ccccc12 (stereo not given),25,33,-1.1,-7,1,-3,-3,-2,-7
CCC(=O)NC(c1cccc([N+](=O)[O-])c1)c1c(O)ccc2ccccc12 (stereo not given),-4,2,-0.3,-2,18,-4,-5,-3,0
O=C(c1ccc([N+](=O)[O-])cc1)N1CCN(c2ncccn2)CC1,6,15,3.2,15,7,1,0,-2,-8
Cc1ccc(C(C)C)c(Oc2cnccn2)c1,-5,-13,-0.9,-5,-4,-3,-3,-1,2
CN=C(Nc1ccc(Cl)cc1)c1cccc(C(F)(F)F)c1,-4,-1,2.1,-9,-8,0,0,0,15
CCOc1cccc(CNCc2ccncc2)c1,-10,15,2.0,-4,1,-2,-1,-1,-11
Cn1c(C(=O)N[C@@H](C(=O)O)c2ccccc2)cc2cc(F)ccc21,2,6,0.6,13,4,-3,0,1,6
CCNc1nc(Oc2ccc(C(=O)OCC)cc2)nc(N2CCOCC2)n1,7,6,.,4,-4,2,1,.,14
COc1ccccc1NC(=O)N1CCC(c2nc3ccccc3o2)CC1,2,7,0.1,-3,-25,-1,-2,-16,0
COc1ccc(-n2nnnc2SCC(=O)Nc2cccc(NC(C)=O)c2)cc1OC,19,10,-0.4,19,-27,-4,-4,2,17
Nn1c(SCc2ccccc2)nnc1-c1ccccn1,10,10,-0.3,4,18,1,-4,1,10
COc1ccc(CN2CCNC(=O)C2CC(=O)NCc2ccc(C)s2)c(OC)c1 (stereo not given),17,12,-0.1,13,-5,2,-3,1,20
COc1ccc(/C=C/C(=O)NCC2COc3ccccc3O2)cc1OC (stereo not given),9,14,3.0,4,7,2,0,-3,18
Cc1nnc(SCC(=O)N2CCCCCC2)n(N)c1=O,12,3,2.6,-13,-7,1,-3,0,-2
CC(C)C[C@H](NC(=O)c1nc[nH]c1C(=O)NCc1ccccc1)C(=O)OCc1ccccc1,15,7,-0.1,8,15,-8,-3,-7,15
O=C(Nc1ccc(N2CCCC2)c(Cl)c1)c1ccccc1[N+](=O)[O-],20,16,2.0,20,-10,-5,-3,0,28
O=C(CN1CCCCCC1)NCc1ccccc1,1,22,0.9,-1,14,1,-4,0,23
O=[N+]([O-])c1cnc2ccccc2c1,17,-13,-9.3,0,-52,0,5,-5,14
Cc1ccc(C2=NN(C(=O)CCC(=O)O)C(c3cn(-c4ccccc4)nc3-c3ccc(C)cc3)C2)cc1 (stereo not given),12,1,8.6,20,9,-4,-2,-2,21
COc1ccc(C(C)NC(=O)c2ccccc2Br)cc1OC (stereo not given),-3,-1,-2.3,6,4,0,-2,-1,3

# Marked active in MPTP inh, among the entries above:
Molecule | NALP3 yeast inh | MPTP inh | APJ antag | GRIN3A LBD mod
CCCCCc1ccc(CC(=O)Nn2c(C)nc3ccccc3c2=O)cc1 | 33 | 72* | 14 | -8

# High-throughput results as filed in PubChem BioAssay.

# Compounds as they come. Share with any hit: about 7.2%.
